High-throughput results (PubChem BioAssay)
G6PDH CS: L. mesenteroides G6PDH inhibitors, counter-screen for G6PDH-coupled screening assays, biochemical, Leuconostoc mesenteroides enzyme. glucose-6-phosphate dehydrogenase [Leuconostoc mesenteroides]. Purified L. mesenteroides G6PDH, diaphorase/resazurin coupled fluorescence, 45 min. inhibition, % at 5 µM. 0.12% of 200,000 active. AID 1020, 2008; in the data active = inhibition above about 50%
Diaph inh CS: diaphorase inhibitors and chemical oxidizers, primary screen, counter-screen for diaphorase-coupled primary assays, biochemical, uHTS, resorufin fluorescence; diaphorase resazurin-to-resorufin fluorescence, NADH, 16 min; bacterial (C. kluyveri) enzyme, not human; AID 1217, 2008; inhibition, % at 20 µM; 0.69% of 190,000 active;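 active = primary screen inhibition at 20 µM above a set limit, cut at about 50% in these data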;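 note: plate controls were DMSO with full reaction for no effect and wells lacking NADH for full effect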
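Test system: Clostridium kluyveri diaphorase enzyme / Quantity: diaphorase at 0.14 U/mL in enzyme working solution / Incubation: 16-min room-temperature incubation before reading / Benchmarks: NADH-free wells as positive control, DMSO-only neutral wells / Signal: resorufin fluorescence 544/590 nm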
TNAP inh no acc: human TNAP enzyme inhibitors, primary screen, biochemical, luminescent, no phosphate acceptor, uHTS; Alkaline phosphatase, tissue-nonspecific isozyme (Homo sapiens), P05186; purified TNAP, CDP-star luminescence, 30 min; inhibition, % at 20 µM; 0.26% of 200,000 active; AID 1012, 2008;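 active = tissue-nonspecific alkaline phosphatase inhibition above about 50% at 20 µM in the single-dose screen, limit read from the data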;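 note: 0% = DMSO negative control and 100% = EDTA positive control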
PMI act hi M6P: human PMI activators, high substrate, primary screen, biochemical, fluorescence intensity, near-saturating mannose 6-phosphate. Mannose-6-phosphate isomerase (Homo sapiens), P34949. coupled PMI enzyme assay, resazurin fluorescence, 20 min; active compounds read high; 1 = untreated enzyme, 0 = substrate-free blank. activation factor at 20 µM. 0.34% of 190,000 active. AID 1216, 2008;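 active = activation factor of 2 or more at 20 µM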
Target sequence (P34949 whole entry, looked up): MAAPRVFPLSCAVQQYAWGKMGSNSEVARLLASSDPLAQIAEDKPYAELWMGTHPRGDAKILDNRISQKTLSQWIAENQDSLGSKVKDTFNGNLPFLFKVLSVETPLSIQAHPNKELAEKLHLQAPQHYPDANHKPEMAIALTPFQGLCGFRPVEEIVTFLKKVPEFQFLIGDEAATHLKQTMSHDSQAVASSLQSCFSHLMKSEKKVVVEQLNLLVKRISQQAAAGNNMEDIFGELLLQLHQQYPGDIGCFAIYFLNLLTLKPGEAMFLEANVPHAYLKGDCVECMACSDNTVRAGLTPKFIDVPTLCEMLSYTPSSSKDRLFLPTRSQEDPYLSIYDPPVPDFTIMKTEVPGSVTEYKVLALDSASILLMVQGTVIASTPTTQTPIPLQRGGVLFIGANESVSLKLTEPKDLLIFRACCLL
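Technique: Diaphorase-driven resazurin-to-resorufin fluorescence, excitation 544, emission 590 nm | Assay system: Human PMI in coupled enzyme assay | Times: Enzyme reaction with compound 20 min at room temperature | Medium: HEPES-buffered pH 7.4 with magnesium and detergent | Reagent: Mannose-6-phosphate 1.0 mM (near-saturating) plus 0.22 mM NADP+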
TNAP inh hi DEA: human TNAP enzyme inhibitors, primary screen, biochemical, luminescent, high phosphate acceptor level, uHTS; purified TNAP, CDP-star luminescence, 1 M DEA; Alkaline phosphatase, tissue-nonspecific isozyme (Homo sapiens), P05186; 0.03% of 200,000 active; AID 1135, 2008; inhibition, % at 20 µM;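 active = over 50% inhibition of tissue-nonspecific alkaline phosphatase at 20 µM in the single-dose screen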;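 note: plate controls were DMSO wells for no effect and EDTA-quenched wells as full inhibition for full effect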
TNAP act hi DEA: TNAP activators at high phosphate acceptor level, primary screen, biochemical, luminescence, uHTS; purified TNAP, CDP-star luminescence, 1 M DEA, 30 min; active compounds read high; 0 = EDTA background, 1 = DMSO-only activity; activation factor at 20 µM; 200,000 tested, under 10 active;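 active = activation factor at least 2 at 20 µM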
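Control set: EDTA negative control, DMSO positive control / Assay system: human TNAP / Quantity: TNAP 1/800 final / Evaluation: TNAP activation factor scaled between EDTA and DMSO control wells / Measured by: luminescent substrate turnover signal / Compound dosing: one dose, 20 µM / Times: 30 min enzyme reaction at room temperature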
Efa HMGR inh: inhibitors of E. faecalis class II HMGR, primary screen, biochemical, Enterococcus faecalis; 0.41% of 190,000 active; HMG-CoA reductase (Enterococcus faecalis, mvaE); inhibition, % at 10 µM; AID 1066, 2008; purified E. faecalis HMGR, NADPH absorbance 340 nm kinetic;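 active = inhibition above a set limit, the median over all tested compounds plus 3 SD, cut at about 9.5% in these data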;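 note: enzyme runs in reverse so mevalonate oxidation gives rising NADPH absorbance; 0% = complete reaction with DMSO and 100% = background rate lacking mevalonate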
Diaphorase act: compounds boosting diaphorase resazurin reduction – biochemical, uHTS, resorufin fluorescence, counter-screen for diaphorase-coupled primary assays, primary screen | Diaphorase/resazurin coupled assay, 16 min; active compounds read high; 1 = vehicle wells, 0 = NADH-free wells | activation factor at 20 µM | 0.005% of 190,000 active | AID 1229, 2008;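 active = diaphorase activity raised at least twofold by the compound at 20 µM; inactive = activation factor below 2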
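Test system: Clostridium kluyveri diaphorase, purified enzyme. Buffer or medium: 50 mM HEPES pH 7.4 buffer plus MgCl2 and Tween 20. Also added: 0.114 mM NADH and 0.1 mM resazurin, final amounts. Dosing: compound 20 µM once, DMSO 1%. Schedule: 16 min enzyme reaction, ambient temperature. Detection: fluorescence of resorufin, 544 nm excitation, 590 nm emission.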
FLuc stim CS: FLuc activators, initial screening, artefact control for FLuc-dependent activation tests, biochemical, ATPlite luminescence. Luciferin 4-monooxygenase (Photinus pyralis), P08659. activation factor at 10 µM. AID 1027, 2008. 200,000 tested, under 10 active. ATPlite luciferase biochemical, 10 min; 0 = ATP-free wells, 1 = DMSO control;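 active = luciferase activation factor, scaled between plate controls, of at least 2 with compound at 10 µM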
Target sequence (P08659 whole entry, looked up): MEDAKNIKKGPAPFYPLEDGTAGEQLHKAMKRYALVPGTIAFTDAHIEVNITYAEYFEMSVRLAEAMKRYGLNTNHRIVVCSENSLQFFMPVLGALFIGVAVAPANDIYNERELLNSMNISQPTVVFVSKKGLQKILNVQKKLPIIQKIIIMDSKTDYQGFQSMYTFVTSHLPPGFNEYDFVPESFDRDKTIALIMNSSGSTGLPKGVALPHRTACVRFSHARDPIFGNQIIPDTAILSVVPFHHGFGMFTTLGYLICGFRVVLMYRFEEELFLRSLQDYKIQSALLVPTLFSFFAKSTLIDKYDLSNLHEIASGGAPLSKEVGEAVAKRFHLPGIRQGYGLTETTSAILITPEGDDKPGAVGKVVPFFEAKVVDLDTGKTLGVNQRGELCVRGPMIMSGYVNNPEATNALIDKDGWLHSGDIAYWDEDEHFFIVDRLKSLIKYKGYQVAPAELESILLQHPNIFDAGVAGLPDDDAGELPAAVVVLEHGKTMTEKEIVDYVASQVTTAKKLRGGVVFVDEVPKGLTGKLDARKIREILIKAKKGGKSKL
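System: Luciferase/luciferin detection reagent, cell-free biochemical luciferase assay | Medium: PBS buffer for ATP | Dosing: Test compounds dosed from 2 mM stocks in 100% DMSO | Timing: 10 min at ambient temperature | Signal: Luminescence measurement of luciferase light output | Evaluation: Luciferase activation, seen as luminescence increase over controls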
PMI act: activators of human PMI, primary screen, biochemical, fluorescence intensity, near-Km mannose 6-phosphate. purified human PMI, coupled resazurin fluorescence, 20 min; active compounds read high; 1 = vehicle control, 0 substrate-free wells. activation factor at 20 µM. 0.005% of 190,000 active. AID 1214, 2008;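 active = activation factor of 2 or more at 20 µM, relative to plate controls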
Numbers without * were called inactive; · = no result given.

SMILES	G6PDH CS	Diaph inh CS	TNAP inh no acc	PMI act hi M6P	TNAP inh hi DEA	TNAP act hi DEA	Efa HMGR inh	Diaphorase act	FLuc stim CS	PMI act
COC(=O)CSc1nnc2n1C(C)(C)Cc1ccccc1-2	4	7	-8	1	0	1	5	0.9	1	1
Cc1nnc(SCC(=O)NCc2ccc3c(c2)OCO3)[nH]c1=O	8	19	-13	1	-10	1.1	0	0.8	1.1	1.1
Cc1c(C(=O)N2CCCC(C)C2)sc2ncnc(N3CCCCC3C)c12 (stereo not drawn)	8	-10	6	1.1	-1	1	-3	1.1	1	0.9
Cc1ccc2c3c([nH]c2c1C)-c1nonc1CC3	-4	10	-11	1	-5	1.1	-1	0.9	1	1
Cn1c(SCc2ccc(Br)cc2)nnc1-c1ccncc1	-12	3	-14	1	0	1	-5	1	1.1	1
O=C(Cn1nc(-c2ccccc2)c2ccccc2c1=O)Nc1cccnc1	2	14	-10	1	-5	1.1	-5	0.9	1.1	1
Cc1ccc(CN=Cc2[nH]c3ccc(Br)c(Cl)c3c2O)cc1	35	23	4	1.2	-4	1	-2	0.8	1.1	1
Cc1ccc(O)c(C(=O)c2cc(C#N)c(=O)n(C(C)c3ccccc3)c2)c1 (stereo not drawn)	6	1	-5	1	-1	1	-2	1	1	1.1
CCc1ccc(OCC(=O)Nc2ccc(-c3cc4ccccc4oc3=O)c(OC)c2)cc1	-2	20	0	1	0	1	-7	0.8	1	1
Cc1cc(N)n2ncc(-c3ccc(Cl)cc3)c2n1	8	20	-11	1	3	1	11*	0.8	1	0.9
O=C(CCn1cccc1)N1CCc2ccccc21	0	3	-10	0.9	-2	1	3	1	1	0.9
COCC(C)NC(=S)NC(=O)c1cc(S(=O)(=O)N2CCOCC2)ccc1C (stereo not drawn)	11	10	-14	1	-6	1.1	-2	0.9	1.1	1

Single values from the entries so far.
Reading of `Cc1ccc(CN=Cc2[nH]c3ccc(Br)c(Cl)c3c2O)cc1` under TNAP act hi DEA: 1
Reading of `COC(=O)CSc1nnc2n1C(C)(C)Cc1ccccc1-2` under Diaphorase act: 0.9

The results go on:
SMILES	G6PDH CS	Diaph inh CS	TNAP inh no acc	PMI act hi M6P	TNAP inh hi DEA	TNAP act hi DEA	Efa HMGR inh	Diaphorase act	FLuc stim CS	PMI act
CCOC(=O)C1=C(O)/C(=C\c2ccc(CNC(=O)C(=O)Nc3ccccc3)o2)N=C1C	10	15	3	1.7	3	1	-4	0.9	1	1.3
COC(=O)c1ccc(C(=O)OC)c(NC(=S)N2CCC(C)CC2)c1	0	18	-8	1	-4	1	-1	0.8	0.9	1
O=C(O)c1cc(-c2ccc(Cl)s2)nc2ccccc12	2	4	-9	1.1	-4	1	5	1	0.7	1.4
Fc1ccc(-c2cc(C(F)(F)F)n3ncnc3n2)cc1	-2	17	-5	1.2	-1	1	0	0.8	1	1.2
CCCCCCOC(=O)CCc1c(C)nc(N)[nH]c1=O	-5	4	-2	1.1	-5	1	-8	1	1.1	1
CC12CCC(C(=O)NNc3ccccc3)(OC1=O)C2(C)C (stereo not drawn)	7	12	-8	1.1	-1	1	-5	0.9	1	1.3
CCOC(=O)C1=C(C)N=C2c3ccccc3C(=O)C2C1c1ccccc1 (stereo not drawn)	0	22	6	0.9	6	0.9	1	0.8	1.1	0.9
COC(=O)c1ccc(N=NN2CCCCCC2)cc1	-3	5	0	1	4	1	-4	0.9	0.7	1.1
O=C(CN1CCCC1)Nc1ccccc1Cl	14	-2	7	1	-4	1	-3	1	1.1	1.1
CCCC(=O)N(c1ccc2oc(C)c(C(C)=O)c2c1)S(=O)(=O)c1ccc(C)c([N+](=O)[O-])c1	-3	2	-9	1	0	1	4	1	1	1
O=C(O)C1CCC(Cn2c(SCc3cc(=O)n4ccccc4n3)nc3ccsc3c2=O)CC1 (stereo not drawn)	12	12	-7	0.8	-2	1	-2	0.9	1	1
Brc1ccc(-c2nnc3sc(CN4CCN(c5ccccc5)CC4)cn23)cc1	-1	6	-16	1	-5	1	1	0.9	1.1	0.9
CC1CCc2c(sc3ncnc(SCC(=O)N4CCN(C(=O)c5ccco5)CC4)c23)C1 (stereo not drawn)	5	7	3	1	-2	1	·	0.9	1	1
CCCN1C(=O)c2cccc3c(N4CCCCC4)ccc(c23)C1=O	-16	26	-12	0.9	4	1	-1	0.7	1	0.9
Cc1cc(-c2ccccc2)nc(N2CCC(C(=O)NCc3ccccc3Cl)CC2)n1	8	-2	-6	1.1	-3	1	2	1	1.1	1.1
Nc1nc(CSc2ccccn2)nc(Nc2ccccc2)n1	3	8	-3	1	-2	1	-1	0.9	1	1
O=C(Nc1ccc(OC(F)(F)F)cc1)c1ccc(-n2cncn2)nc1	9	-2	-2	1	-1	1	-5	1	1.1	1.1
COCC(C)NC(=O)c1noc2c1CCc1cc(OC)ccc1-2 (stereo not drawn)	2	17	-7	0.9	-3	1	-1	0.8	0.8	0.8
Cc1ccc2c(c1)/C(=N/O)CCS2	2	9	-11	1.1	-6	1.1	2	0.9	1	1
CCC(=O)N1c2ccc(S(=O)(=O)CCC(=O)N3CCn4c3nc3ccccc34)cc2CC1C (stereo not drawn)	4	21	-10	0.9	-7	1.1	1	0.8	1	0.9
CC(=O)c1cc(C#N)c(N2CCCCC2)nc1C	-3	-6	-2	1	1	1	-2	1.1	1	1.1
COc1ccc(CC(=O)Nc2ncc([N+](=O)[O-])s2)cc1OC	0	13	-1	1	4	1	0	0.9	1	0.9
COCCCNC(=O)COc1ccc(-c2nccc(-c3ccccn3)n2)cc1	-26	8	-9	0.9	1	1	1	0.9	1	0.9
O=C(Cc1ccc(Cl)c(Cl)c1)Nc1ccc(SC(F)F)cc1	3	21	-9	0.9	-2	1	-1	0.8	1.1	0.8
N#Cc1nc(Cc2ccccc2)oc1NCCN1CCOCC1	-3	6	-13	1.1	-6	1.1	0	0.9	1.1	1
COC(=O)Oc1ccc(/C=N/NC(=O)CSCc2ccccc2Br)cc1OC	3	27	0	0.9	-2	1	-5	0.7	1	0.8
CCCCNc1cc(C)nc(N2CCOCC2)n1	11	5	-7	0.9	0	1	-3	0.9	1	0.9
O=C(CCS(=O)(=O)Cc1ccccc1)NCCc1ccccc1	2	-5	-6	1.1	-1	1	0	1.1	1	1.1
CN(C)CCNC(=O)c1ccc2c(c1)N(Cc1ccc(F)cc1)CCS2	8	9	-14	1	-1	1	1	0.9	1.1	1
CCCOc1ccc(OCCCCNC(C)CC)cc1 (stereo not drawn)	-1	10	-9	1	0	1	-2	0.9	1.1	0.9
O=C1c2ccccc2C(=O)N1c1cccnc1	3	5	-7	1	0	1	-6	0.9	1	0.9
CC(C)CNC(=S)NC(=O)c1ccc(Cl)cc1Cl	9	11	-8	0.9	4	1	-1	0.9	0.9	0.8
COc1ccccc1C(c1nnnn1Cc1ccccc1)N1CCN(C2CCCC2)CC1 (stereo not drawn)	4	6	-3	1.2	2	1	1	0.9	1	1.2
O=C(Nc1ccc(Cl)c(Cl)c1)N1CC=CCC1	2	27	-11	0.9	-3	1	0	0.7	1	0.9
CCOc1cc(Br)c(/C=C2/C(=O)N(C)C(=S)N2CC(=O)OC)cc1OC	15	·	1	·	8	0.9	-2	·	1	·
Clc1ccccc1CSc1nncn1NC/C=C/c1ccccc1	-25	33	-14	0.9	-4	1	0	0.7	1.1	0.8
CC(C)N(C(=O)CSc1nnc(NC(=O)c2cccs2)s1)C(C)C	12	0	0	1	0	1	-1	1	1	1.2
CC(NC(=O)NC1CCCCC1)c1ccc2c(c1)OCO2 (stereo not drawn)	12	3	-5	1	-2	1	-2	1	1	0.9
O=C(CCCN1C(=O)S/C(=C\c2ccccc2)C1=O)NNC(=O)c1ccccc1O	-7	-6	-141	1.2	1	1	-1	1.1	1	1.1
Cc1nn(C(C)C(=O)NCc2ccccc2Cl)c(=O)c2c1sc1ccccc12 (stereo not drawn)	8	16	1	1	-2	1	-3	0.8	1	0.9
Cc1ccc(-c2nnn(CC(=O)N(c3ccccc3)C(C(=O)NCC3CCCO3)c3cccs3)n2)o1 (stereo not drawn)	13	12	-4	0.9	6	0.9	-7	0.9	1	1
Clc1ccccc1OCc1nc(-c2ccncc2)no1	-14	13	-9	0.9	-1	1	-1	0.9	0.9	0.9
Cc1nnc(NC(=O)c2ccccc2Oc2ccccc2)s1	0	-7	-8	1.1	-6	1.1	-2	1.1	1.1	1.1
COc1ccc(-c2noc(CCC(=O)N(C)c3cccc(C)c3)n2)cc1	-2	5	-10	1	-4	1	-5	0.9	1.1	1
Cc1cc(C)c(NC(=O)CN(C2CCCCC2)C2CCCCC2)c(C)c1	2	21	-8	0.9	-8	1.1	0	0.8	1	0.9
C=CCn1nnnc1SCC(=O)Nc1ccccc1C(=O)OC	5	16	-5	1	-3	1	0	0.8	1	1
